Bioassay records from PubChem BioAssay.
KCNH2 WT inh: qHTS for Inhibitors of KCHN2 3.1: Wildtype qHTS; U2OS, BacMam KCNH2, thallium flux FluxOr; stronger effect = lower value; activity change, % at 1.84 µM; actives 0.37% (n = 340,000);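 active = maximum activity change below -70%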
Target sequence (Q12809 whole entry, looked up): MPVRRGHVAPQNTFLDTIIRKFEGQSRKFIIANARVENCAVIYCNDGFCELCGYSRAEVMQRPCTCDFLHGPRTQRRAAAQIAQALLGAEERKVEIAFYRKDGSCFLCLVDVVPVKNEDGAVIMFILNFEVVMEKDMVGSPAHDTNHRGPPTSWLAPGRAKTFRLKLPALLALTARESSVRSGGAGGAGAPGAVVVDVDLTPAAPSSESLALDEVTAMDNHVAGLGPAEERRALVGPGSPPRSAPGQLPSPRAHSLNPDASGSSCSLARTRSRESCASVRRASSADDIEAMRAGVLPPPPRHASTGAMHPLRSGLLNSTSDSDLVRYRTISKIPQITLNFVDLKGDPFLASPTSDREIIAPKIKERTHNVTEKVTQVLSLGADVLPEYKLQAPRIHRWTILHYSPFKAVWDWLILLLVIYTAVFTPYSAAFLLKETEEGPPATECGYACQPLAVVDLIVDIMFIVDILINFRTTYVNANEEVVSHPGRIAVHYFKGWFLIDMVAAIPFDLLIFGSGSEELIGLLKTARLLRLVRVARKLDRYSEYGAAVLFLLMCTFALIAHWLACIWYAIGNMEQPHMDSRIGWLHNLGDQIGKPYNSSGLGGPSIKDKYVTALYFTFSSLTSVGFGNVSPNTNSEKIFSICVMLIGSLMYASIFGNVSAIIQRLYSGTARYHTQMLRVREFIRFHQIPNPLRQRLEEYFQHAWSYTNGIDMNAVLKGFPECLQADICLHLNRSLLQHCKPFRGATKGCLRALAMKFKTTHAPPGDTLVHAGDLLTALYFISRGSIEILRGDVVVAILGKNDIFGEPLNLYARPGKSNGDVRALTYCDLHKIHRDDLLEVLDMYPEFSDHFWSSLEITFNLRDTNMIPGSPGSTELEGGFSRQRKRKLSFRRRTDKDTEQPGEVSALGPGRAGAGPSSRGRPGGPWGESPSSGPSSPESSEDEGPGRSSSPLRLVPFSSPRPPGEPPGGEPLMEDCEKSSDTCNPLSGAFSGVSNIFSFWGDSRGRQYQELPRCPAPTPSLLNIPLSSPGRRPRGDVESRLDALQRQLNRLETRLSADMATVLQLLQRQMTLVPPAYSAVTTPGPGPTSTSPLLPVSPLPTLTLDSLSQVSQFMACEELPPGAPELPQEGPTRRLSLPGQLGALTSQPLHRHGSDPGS
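U2OS cells were transduced with wild-type KCNH2 virus (2.03 x 10^8 / mL) for 4 h at room temperature, then cultured overnight at 37 C. Thallium flux was read with FluxOr dye. Rate constants were normalized to DMSO controls.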
KCNH2 3.1 inh: qHTS for Inhibitors of KCHN2 3.1: Mutant qHTS | Potassium voltage-gated channel subfamily H member 2, brain isoform KCNH2 3.1 (human) | U2OS KCNH2 3.1, thallium flux FluxOr; stronger effect = lower value | activity change, % (tested at about 1.8 µM) | actives 0.95% (n = 340,000) | AID 720553, 2013;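 active = maximum activity change below -70%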;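 note: thallium influx rate constant from kinetic fluorescence after stimulation buffer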
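Channel expression came from 3.1 mutant virus (1.77 x 10^8 /mL) applied to suspended U2OS cells for 4 h. Flux was tracked with FluxOr dye plus Red40 quencher, and kinetic rate constants normalized to controls.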
Starred values were filed as active, the others as inactive. % is set by controls: 0 for no effect and ±100 for the full control effect.

Values in the order: KCNH2 3.1 inh	KCNH2 WT inh
1: O=C1NC(Cc2ccccc2)c2nc3cc(F)c(F)cc3c(=O)n2-c2ncccc21 (stereo not drawn)
    21.7	2.4
2: COc1ccccc1N1CCN(C2CCCN(C(=O)c3cc(C(C)C)on3)C2)CC1 (stereo not drawn)
    15.0	-2.5
3: C[C@@H]1CN([C@@H](C)CO)C(=O)c2cc(-c3ccccc3F)cnc2O[C@H]1CN(C)Cc1cccc(F)c1
    -16.4	-26.2
4: COc1ccc(S(=O)(=O)Nc2ccc3c(c2)C(=O)N([C@H](C)CO)C[C@H](C)[C@@H](CN(C)C(=O)Nc2ccc(C(F)(F)F)cc2)OCCCC[C@H](C)O3)cc1
    -31.4	-5.3
5: CCN1CCN(S(=O)(=O)c2ccc(Cl)c(C(=O)N(C)C3CCCCC3)c2)CC1
    -4.4	15.3
6: COc1ccc(-n2c(-c3ccc(Cl)cc3)n[nH]c2=S)c(OC)c1
    -3.6	-22.5
7: CCC(C)[C@H](NC(=O)[C@@H]1Cc2ccccc2CN1)C(=O)NCc1ccc(C)cc1 (stereo partly drawn)
    -10.8	2.0
8: Cc1cc2oc(C(=O)NCC(c3ccco3)N3CCCC3)c(C)c2cc1C (stereo not drawn)
    -21.0	5.8
9: O=C(CSc1nnc2ccccn12)Nc1ccccc1[N+](=O)[O-]
    -1.8	-7.5
10: CCCN(CCC)CCNC(=O)Cn1cc2c(n1)-c1c(oc(C(=O)N3CCCC3)c1C)CC2
    0.4	6.0
11: O=C(Nc1ccccc1)Nc1ncc(C(F)(F)F)cc1Cl
    15.8	6.2
12: Nc1ccn([C@@H]2O[C@H](CNS(=O)(=O)c3cc4ccccc4s3)[C@@H](O)[C@H]2O)c(=O)n1
    14.7	-29.8
13: C[C@@H]1CN([C@H](C)CO)C(=O)CCCn2cc(nn2)CO[C@H]1CN(C)C(=O)OCc1ccccc1
    10.5	7.6
14: COc1ccc(N2CCN(C(=O)C(=O)c3cn(CC(=O)N4CCCC4)c4ccccc34)CC2)cc1
    14.1	6.0
15: C[C@H](CO)N1C[C@H](C)[C@H](CN(C)S(=O)(=O)c2cccs2)Oc2ncc(-c3cc4ccccc4o3)cc2C1=O
    8.4	2.8
16: CC(OC(=O)c1ccc2c(c1)OCO2)C(=O)NC1CCCCC1 (stereo not drawn)
    -28.8	12.5
17: COC(=O)CC1(C(=O)OC)Nc2cc(Cl)c(Cl)cc2S(=O)(=O)N1O (stereo not drawn)
    3.2	-7.3
18: C[C@H](CO)N1C[C@H](C)[C@@H](CN(C)C(=O)Nc2ccccc2)Oc2ncc(-c3ccc(C#N)cc3)cc2C1=O
    25.8	-9.5
19: COCCN(C(=O)CSc1nnc(-c2cccc(Cl)c2)n1N)c1c(N)n(CC(C)C)c(=O)[nH]c1=O
    14.9	-1.0
20: C[C@H](CO)N1C[C@H](C)[C@@H](CN(C)C(=O)Cc2ccccc2)OCCCC[C@H](C)Oc2ccc(NC(=O)NC3CCCCC3)cc2C1=O
    -14.9	-4.2
21: Cc1ccc(S(=O)(=O)N2CC3(O)CN(C(=O)OC(C)C)N(C(=O)OC(C)C)CC3(OC(=O)NCc3ccccc3F)C2)cc1 (stereo not drawn)
    3.1	0.1
22: CC1=C(C(=O)N(C(C)C)C(C)C)CC(CC(=O)NCCCCc2ccccc2)C(=O)N1Cc1ccccc1 (stereo not drawn)
    3.5	1.7
23: CNC(=O)C1CN(C(=O)c2nn(Cc3ccccc3)c(=O)c3ccccc23)c2ccccc2O1 (stereo not drawn)
    -17.8	-4.9
24: CCCN1CCN(CCCNC(=O)CN2C(=O)COc3ccc(C(C)(C)C)cc32)CC1
    3.1	9.3
25: c1ccc(NN(Cc2ccncc2)c2ccccc2)cc1
    -5.8	-4.1
26: C[C@@H]1CN([C@@H](C)CO)S(=O)(=O)c2ccc(Br)cc2O[C@H]1CN(C)C(=O)c1ccncc1
    -1.9	-0.4
27: O=C(OCc1ccccc1)N1CCC2CC1c1cc(-c3cc4ccccc4o3)ccc12 (stereo not drawn)
    -9.6	-1.3
28: C[C@H]1CN([C@@H](C)CO)S(=O)(=O)c2ccc(Br)cc2O[C@H]1CN(C)C(=O)Cc1ccccc1
    6.1	-8.8
29: CN[C@@H](CO)C(=O)NC[C@H]1O[C@@H](n2cc(C)c(=O)[nH]c2=O)C[C@@H]1O
    3.1	-1.3
30: C[C@H](CO)N1C[C@H](C)[C@@H](CN(C)S(=O)(=O)c2cccs2)OCc2cnnn2CCCC1=O
    15.7	-15.7

Not a retest: entries from further up.
Values in the order: KCNH2 3.1 inh	KCNH2 WT inh
1: O=C1NC(Cc2ccccc2)c2nc3cc(F)c(F)cc3c(=O)n2-c2ncccc21 (stereo not drawn)
    21.7	2.4
2: COc1ccccc1N1CCN(C2CCCN(C(=O)c3cc(C(C)C)on3)C2)CC1 (stereo not drawn)
    15.0	-2.5
3: C[C@@H]1CN([C@@H](C)CO)C(=O)c2cc(-c3ccccc3F)cnc2O[C@H]1CN(C)Cc1cccc(F)c1
    -16.4	-26.2
4: COc1ccc(S(=O)(=O)Nc2ccc3c(c2)C(=O)N([C@H](C)CO)C[C@H](C)[C@@H](CN(C)C(=O)Nc2ccc(C(F)(F)F)cc2)OCCCC[C@H](C)O3)cc1
    -31.4	-5.3
5: CCN1CCN(S(=O)(=O)c2ccc(Cl)c(C(=O)N(C)C3CCCCC3)c2)CC1
    -4.4	15.3
6: COc1ccc(-n2c(-c3ccc(Cl)cc3)n[nH]c2=S)c(OC)c1
    -3.6	-22.5
7: CCC(C)[C@H](NC(=O)[C@@H]1Cc2ccccc2CN1)C(=O)NCc1ccc(C)cc1 (stereo partly drawn)
    -10.8	2.0
8: Cc1cc2oc(C(=O)NCC(c3ccco3)N3CCCC3)c(C)c2cc1C (stereo not drawn)
    -21.0	5.8
9: O=C(CSc1nnc2ccccn12)Nc1ccccc1[N+](=O)[O-]
    -1.8	-7.5
10: CCCN(CCC)CCNC(=O)Cn1cc2c(n1)-c1c(oc(C(=O)N3CCCC3)c1C)CC2
    0.4	6.0
11: O=C(Nc1ccccc1)Nc1ncc(C(F)(F)F)cc1Cl
    15.8	6.2
12: Nc1ccn([C@@H]2O[C@H](CNS(=O)(=O)c3cc4ccccc4s3)[C@@H](O)[C@H]2O)c(=O)n1
    14.7	-29.8
13: C[C@@H]1CN([C@H](C)CO)C(=O)CCCn2cc(nn2)CO[C@H]1CN(C)C(=O)OCc1ccccc1
    10.5	7.6
14: COc1ccc(N2CCN(C(=O)C(=O)c3cn(CC(=O)N4CCCC4)c4ccccc34)CC2)cc1
    14.1	6.0
15: C[C@H](CO)N1C[C@H](C)[C@H](CN(C)S(=O)(=O)c2cccs2)Oc2ncc(-c3cc4ccccc4o3)cc2C1=O
    8.4	2.8
16: CC(OC(=O)c1ccc2c(c1)OCO2)C(=O)NC1CCCCC1 (stereo not drawn)
    -28.8	12.5

Following part.
Values in the order: KCNH2 3.1 inh	KCNH2 WT inh
31: CCOc1ccc(-c2cccc(NS(=O)(=O)c3cccc([N+](=O)[O-])c3)c2)nn1
    9.8	4.6
32: Cc1c(C(=O)Nc2nccs2)oc2ccccc12
    -3.6	0.5
33: O=S(=O)(c1ccc(NC(=S)NC23CC4CC(CC(C4)C2)C3)cc1)N1CCCCC1
    -0.3	4.2
34: Cn1nc(SCc2ccccc2)c(=O)[nH]c1=O
    -2.8	-2.5
35: Cc1ccc(S(=O)(=O)N2C[C@H]3N(C(=O)OC(C)C)N(C(=O)OC(C)C)C[C@H](OC(=O)NCc4ccccc4)[C@@]3(O)C2)cc1
    8.1	-1.8
36: S=C(Nc1ccccc1)Nc1ccccn1
    11.4	-4.0
37: CC1(C)CC(=O)C=C(c2cccc(OC(=O)c3ccc(Br)cc3)c2)C1=O
    -3.4	-15.4
38: Cn1c(-c2ccccc2)cc(=NNS(C)(=O)=O)c2cc(S(=O)(=O)O)ccc21
    -12.7	-8.6
39: COc1ccc2nc(Cl)c(C=O)c(N3CCOCC3)c2c1
    9.1	-2.6
40: C[C@@H]1CN([C@H](C)CO)C(=O)CCCn2cc(nn2)CO[C@H]1CN(C)S(=O)(=O)c1ccccc1
    -34.8	-6.4
41: CCN(CC(=O)Nc1ccc(NC(C)=O)cc1)C(=O)C1CC(=O)N(c2ccc3c(c2)OCCO3)C1 (stereo not drawn)
    0.7	33.2
42: C[C@H](CO)N1C[C@H](C)[C@@H](CN(C)S(=O)(=O)c2ccc3c(c2)OCCCO3)OCc2cn(nn2)CCCC1=O
    -3.9	10.2
43: Cc1cn([C@H]2C[C@H](O)[C@@H](CNCc3ccc(CN(C)S(C)(=O)=O)o3)O2)c(=O)[nH]c1=O
    0.6	3.1
44: O=S(CC(O)c1ccccc1)c1ccccc1 (stereo not drawn)
    3.3	4.3
45: CC(=O)Nc1nnc([N+](=O)[O-])s1
    2.2	-2.4
46: C[C@H](CO)N1C[C@H](C)[C@@H](CN(C)C(=O)Nc2ccccc2)Oc2cc(Br)ccc2S1(=O)=O
    -25.4	-1.5
47: CCN1C(=O)[C@H]2[C@@H](c3ccc(C(F)(F)F)cc3)N[C@]3(CCCN(Cc4ccc(C)cc4)C3=O)[C@H]2C1=O
    12.1	0.0
48: C[C@@H]1CN([C@@H](C)CO)C(=O)c2cc(C#Cc3cccc(F)c3)cnc2O[C@@H]1CN(C)CC1CCOCC1
    -24.2	21.0
49: COc1ccc(-c2noc(CCC(=O)Nc3cccc(C(=O)NC4CC4)c3)n2)cc1OC
    5.7	-5.7
50: COCCNC(=O)c1ccc(N2CC3CC(C2)c2cccc(=O)n2C3)c(NC(=O)c2ccccc2Cl)c1 (stereo not drawn)
    -3.0	-2.3
51: CC(C)CC#Cc1ccc2c(c1)O[C@H](CN(C)C(=O)Cc1ccncc1)[C@H](C)CN([C@H](C)CO)S2(=O)=O
    -10.3	3.6
52: CC(C)CC1C(=O)N(Cc2cn(Cc3ccco3)nn2)CCS(=O)(=O)N1Cc1ccc(-c2ccncc2)cc1 (stereo not drawn)
    -19.8	12.8
53: COc1ccc(-c2cc3nc(C)cc(N4CCN(C(=O)c5cccnc5)CC4)n3n2)cc1
    -8.6	10.3
54: Nc1c(OS(=O)(=O)c2ccccc2)cccc1OS(=O)(=O)c1ccccc1
    1.9	6.9
55: CCn1c(SCC(=O)N2CCCC2=O)nc2ccccc21
    9.6	12.3
56: N#CC1c2ccccc2-c2ccccc2N1C(=O)c1ccccc1 (stereo not drawn)
    -8.5	5.5
57: CC1(C)CC(=O)C=C(c2n[nH]nc2C2CC2)C1
    -6.3	6.3
58: Cc1nc2n[nH]c(N)c2nc1C
    1.9	1.3
59: C[C@H]1CN([C@@H](C)CO)S(=O)(=O)c2ccc(Br)cc2O[C@H]1CN(C)C(=O)c1cccc(F)c1
    22.9	-10.2
60: CC1(C)CC(=O)C=C(c2ccc(COC(=O)Cc3ccccc3)cc2)C1=O
    -3.5	-2.2

Random excerpt: two records from the list
Values in the order: KCNH2 3.1 inh	KCNH2 WT inh
39: COc1ccc2nc(Cl)c(C=O)c(N3CCOCC3)c2c1
    9.1	-2.6
41: CCN(CC(=O)Nc1ccc(NC(C)=O)cc1)C(=O)C1CC(=O)N(c2ccc3c(c2)OCCO3)C1 (stereo not drawn)
    0.7	33.2

(listing goes on)
Values in the order: KCNH2 3.1 inh	KCNH2 WT inh
61: CC(C)OC(=O)N(C)C[C@H]1OCc2cn(nn2)CCCC(=O)N([C@H](C)CO)C[C@@H]1C
    -16.7	-6.1
62: CCN(CCc1ccccc1)c1ccc2c(c1)C1CC2CCN1Cc1ccccc1 (stereo not drawn)
    -30.1	-2.1
63: CCCCN1C(=O)C(CC(=O)NCC2CCCCC2)CC(C(=O)N(C(C)C)C(C)C)=C1C (stereo not drawn)
    18.1	-5.2
64: COc1ccccc1N1CCN(c2ccc3c(c2)S(=O)(=O)c2cccc(C(=O)NCc4cccc(F)c4)c2C3=O)CC1
    14.4	-10.2
65: O=C(O)C1C2CCC1C(O)C2 (stereo not drawn)
    -0.6	12.3
66: C[C@H]1CN([C@@H](C)CO)S(=O)(=O)c2ccc(-c3ccccc3)cc2O[C@H]1CN(C)C(=O)C1CCC1
    9.4	-9.0
67: CCc1c(O)nc(SCC(=O)Nc2ccc(Cl)cc2)n(-c2ccccc2)c1=O
    14.3	-0.7
68: CCCCN1C(=O)C(CC(=O)NCc2ccco2)CC(C(=O)N(CC)CC)=C1C (stereo not drawn)
    8.5	0.7
69: O=[N+]([O-])c1ccc(S(=O)(=O)N2CCN(c3ccccn3)CC2)cc1
    -19.9	-22.4
70: Cc1ccc(CN2CCC(C(=O)c3ccc(F)cc3)CC2)cc1
    -75.4*	5.7
71: CC(C)CN(C(=O)CN(C)C(=O)Cc1c(F)cccc1Cl)c1c(N)n(CC(C)C)c(=O)[nH]c1=O
    4.3	6.9
72: Cc1ccc2nc(CC(O)(c3ccccc3)c3ccccc3)ccc2c1
    -22.1	-12.4
73: COC(=O)C1=C(C(=O)OC)C2C=CC1C1C(OC(C)=O)C(OC(C)=O)C21 (stereo not drawn)
    -5.7	-4.4
74: CCc1cc(-c2cnnn2CCc2c[nH]c3ccccc23)ccc1-c1cn(CC(C)C)nn1
    3.3	-1.9
75: Cc1ccccc1NC(=O)c1cc(S(=O)(=O)N2CCCCC2)ccc1N1CCOCC1
    -3.5	30.2
76: CC(C)CN(C(=O)COC(=O)CCSc1ccc(Cl)cc1)c1c(N)n(Cc2ccccc2)c(=O)[nH]c1=O
    -5.0	16.7
77: NC(c1ccncc1)c1ccc(Cl)cc1 (stereo not drawn)
    2.8	-9.9
78: COCCN(C(=O)COC(=O)CCC1CCCCC1)c1c(N)n(Cc2ccccc2)c(=O)[nH]c1=O
    2.6	-8.6

This is a subset; the hit share may differ from the screen's.
